Screening data from PubChem.
GAA850 FXN act – FXN promoter activators, primary screen, cell-based, luciferase luminescence, HEK293 lucGAA850; AID 540364, 2011; activation, % at 6 µM; HEK293 lucGAA850 FXN promoter luciferase reporter, 24 h; percent of 10 µM SAHA response; actives 0.56% (n = 360,000);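 active = activation above the average of all compounds screened plus 3 SD, cutoff fixed separately per campaign, cut at about 7.5% in these data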;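 note: 0% = DMSO wells and 100% = 10 µM SAHA wells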
ssDAF-12 act – S. stercoralis DAF-12 nuclear receptor activators, primary screen, cell-based, luminescence, HEK293, GRIP1 co-expression, lit1-tk-luc | Nuclear hormone receptor DAF-12 (Strongyloides stercoralis) | HEK293 ssDAF-12/GRIP1 lit1-tk-luc reporter; % of 3 µM dafachronic acid response | activation, % at 6.8 µM | actives 1% (n = 370,000) | AID 652126, 2013;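 active = activation above the mean over all tested compounds plus 3 SD, cut at about 0.9% in these data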;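 note: 0% = DMSO-only wells and 100% = 3 µM delta7-dafachronic acid wells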
NPR1 activator – GC-A stimulated cGMP production enhancers – HEK293 GC-A cells, cGMP TR-FRET, EC30 ANP, primary screen. Atrial natriuretic peptide receptor 1 (Homo sapiens), P16066. actives 0.14% (n = 370,000). AID 1671463, 2021. activation, % at 10 µM. 0% at EC30 ANP, 100% saturating ANP; in the data active = activation above about 40%
Target sequence (P16066 whole entry, looked up): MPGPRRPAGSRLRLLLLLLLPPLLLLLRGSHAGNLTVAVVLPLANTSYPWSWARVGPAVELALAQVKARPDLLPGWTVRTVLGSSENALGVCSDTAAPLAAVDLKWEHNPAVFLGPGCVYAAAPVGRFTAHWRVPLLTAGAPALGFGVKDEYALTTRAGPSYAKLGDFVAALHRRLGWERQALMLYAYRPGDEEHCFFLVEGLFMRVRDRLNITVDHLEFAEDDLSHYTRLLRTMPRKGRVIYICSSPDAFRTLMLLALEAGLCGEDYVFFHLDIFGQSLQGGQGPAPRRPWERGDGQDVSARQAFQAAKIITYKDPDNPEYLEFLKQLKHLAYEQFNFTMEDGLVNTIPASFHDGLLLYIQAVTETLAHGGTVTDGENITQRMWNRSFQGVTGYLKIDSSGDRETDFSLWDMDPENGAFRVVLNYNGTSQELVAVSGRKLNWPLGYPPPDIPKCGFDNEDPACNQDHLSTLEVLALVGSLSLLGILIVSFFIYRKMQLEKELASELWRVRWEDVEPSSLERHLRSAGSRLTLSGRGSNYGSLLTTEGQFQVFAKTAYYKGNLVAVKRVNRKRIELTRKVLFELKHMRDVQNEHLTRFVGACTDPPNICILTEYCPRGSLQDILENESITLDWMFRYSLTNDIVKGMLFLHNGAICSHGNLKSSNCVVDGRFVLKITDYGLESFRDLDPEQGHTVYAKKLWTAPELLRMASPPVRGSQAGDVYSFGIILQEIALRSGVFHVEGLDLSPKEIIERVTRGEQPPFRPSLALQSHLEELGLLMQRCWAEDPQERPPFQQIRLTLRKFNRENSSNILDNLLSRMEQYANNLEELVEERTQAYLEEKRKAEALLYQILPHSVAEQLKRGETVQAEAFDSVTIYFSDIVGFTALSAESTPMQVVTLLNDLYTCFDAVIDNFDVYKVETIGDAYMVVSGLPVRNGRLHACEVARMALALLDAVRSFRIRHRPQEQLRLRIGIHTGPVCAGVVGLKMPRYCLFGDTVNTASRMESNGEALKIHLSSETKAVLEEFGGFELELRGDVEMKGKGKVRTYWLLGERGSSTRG
hgDAF-12 ag – H. glycines DAF-12 receptor agonists, primary screen, cell-based, luminescence, HEK293, GAL4 fusion, UAS-luciferase | Nuclear hormone receptor DAF-12 (Heterodera glycines), GAL4 fusion | HEK293 GAL4-hgDAF12 UAS-luciferase reporter, agonist luminescence; normalized to butyrate control | activation, % at 6.8 µM | actives 1.8% (n = 370,000);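 active = activation above a cutoff set at the mean of all screened compounds plus 3 SD, cut at about 10% in these data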;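 note: 0% = DMSO wells and 100% = sodium butyrate wells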
DAX1 inh-1 – DAX1 (NR0B1) inhibitors, primary screen, cell-based, HEK293, Gal4-DAX1, luciferase luminescence | Nuclear receptor subfamily 0 group B member 1 (Homo sapiens), P51843 | AID 504766, 2011 | HEK293 Gal4-DAX1 luciferase reporter | inhibition, % at 6.75 µM | actives 0.99% (n = 340,000);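 active = inhibition above the mean over all tested compounds plus 3 SD, cut at about 4.2% in these data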;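 note: 0% = DAX1-transfected cells with DMSO and 100% = empty-vector control cells with DMSO; inhibition shows as a rise in luminescence from relieved DAX1 repression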
DAX1 inh-2 – DAX1 (NR0B1) inhibitors on StAR promoter, primary screen, cell-based, luminescence, SF-1 (NR5A1), full-length DAX-1 | HEK293T StAR-luciferase reporter, SF-1/DAX-1 repression relief | inhibition, % at 6.8 µM | actives 1.1% (n = 370,000) | AID 652010, 2013;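 active = inhibition above the mean over all tested compounds plus 3 SD, cut at about 3.6% in these data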;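 note: 0% = DAX-1 cells with DMSO and 100% = cells lacking DAX-1 with DMSO; higher inhibition means more luminescence from relief of DAX-1 repression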
GC-B act – human GC-B receptor activators, primary screen, HEK293 GC-B cells, cGMP TR-FRET, EC30 CNP | Atrial natriuretic peptide receptor 2 (Homo sapiens), P20594 | 0% at EC30 CNP, 100% saturating CNP | activation, % at 10 µM | actives 0.11% (n = 370,000);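 active = activation at 10 µM reaching about 35% in either raw or pattern-adjusted values, limit read from the data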
HGIII-sPLA2 inh – human group III sPLA2 inhibitors, primary screen, biochemical, QFRET, BODIPY PC-A2 liposome substrate | inhibition, % at 12.2 µM | QFRET BODIPY PC-A2 liposome hydrolysis, fluorescence | Group 3 secretory phospholipase A2 (Homo sapiens), Q9NZ20 | AID 743126, 2013 | actives 0.56% (n = 370,000);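 active = inhibition above mean plus 3 SD of compounds lying within the high and low control bounds, cut at about 19% in these data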;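 note: 0% = median of test compound wells and 100% = no enzyme DMSO wells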
proKLK7 act – proKLK7 zymogen activators, primary screen, biochemical, fluorescence intensity; purified proKLK7, EDANS-DABCYL substrate fluorescence; 100% is mature enzyme control, 0% vehicle; actives 0.9% (n = 370,000); Kallikrein-7 (Homo sapiens), P49862; AID 652039, 2013; activation, % at 7 µM;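 active = activation above the mean of all tested compounds plus 3 SD, computed per campaign excluding outliers beyond control limits, cut at about 13% in these data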
SMARCA2 act – SMARCA2 (BRM) function activators, primary screen, cell-based, luminescence, high throughput; activation, % at 9.1 µM; MG213 cells, MMTV-luciferase reporter, dexamethasone, overnight; actives 1% (n = 370,000); in the data active = activation above about 7.8%;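 note: 0% = vehicle wells and 100% = reference activator wells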
hcDAF12 agonist – H. contortus DAF-12 nuclear receptor activators, primary screen, cell-based, luminescence, HEK293, lit1-tk-luc reporter. HEK293 hcDAF-12 lit1-tk-luc reporter; 0% DMSO, 100% Δ7-dafachronic acid. activation, % at 6.8 µM. actives 1.4% (n = 370,000);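 active = activation above the mean of all tested compounds plus 3 SD, cut at about 5.5% in these data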;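 note: 100% = response to 3 µM Δ7-dafachronic acid high control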
Numbers without * were called inactive; x = no result given. Only part of the results is shown; count on the stated rates, not on these rows.

Compound,GAA850 FXN act,ssDAF-12 act,NPR1 activator,hgDAF-12 ag,DAX1 inh-1,DAX1 inh-2,GC-B act,HGIII-sPLA2 inh,proKLK7 act,SMARCA2 act,hcDAF12 agonist
CN1CCc2cccc(Cl)c2CC1,-1.3,-1.5,1,-2.5,-1.0,-1.0,0,8,-0.6,-4,-1.7
CCCC[N+]12C3C[C@H](C4[C@H](O)[C@]5(C[C@@H]41)c1ccccc1N(C)[C@@H]35)[C@H](CC)[C@H]2O (some centres not stated),-4.3,-0.6,-19,-0.9,0.8,0.1,-11,13,-0.6,-3,0.1
Cc1cccc(N2C(=O)/C(=C/c3ccc(CN(CCC#N)S(C)(=O)=O)o3)C(=O)NC2=S)c1,1.3,-1.2,0,2.2,-0.6,0.8,1,-11,0.7,1,0.2
O=C1NCN(c2ccccc2)C12CCN(C(c1cccc3ccccc13)c1nnnn1C1CCCC1)CC2 (configuration not stated),x,-1.3,-5,-2.1,x,-2.9,-7,-5,0.0,-5,-1.5
COC1=CC23CCCN2CCc2cc4c(cc2C3C1O)OCO4 (configuration not stated),-0.2,-1.0,4,-2.4,x,1.6,14,3,-1.0,-1,-1.0
COc1ccc(OC(=O)N(C)C[C@H]2OCc3cnnn3CCCC(=O)N([C@H](C)CO)C[C@H]2C)cc1,-0.2,0.1,3,0.4,-0.3,1.4,5,2,0.1,0,1.4
Cc1ccsc1C(=O)C1CCCN(Cc2ccccc2O)C1 (configuration not stated),0.3,-1.6,-13,1.2,-0.1,0.8,-5,2,0.9,-1,-2.1
Cn1nc(N)c2c1N=P(N1CCOCC1)(N1CCOCC1)N=C2c1ccccc1,1.4,-1.4,2,0.1,-0.1,0.0,0,6,0.7,-2,-0.7
COc1cc(C(=S)N2CCOCC2)cc(OC)c1OC(=O)Cc1ccccc1,0.1,-1.6,2,1.4,1.0,0.1,3,0,0.2,-2,-0.7
N#CC(Br)Br,-2.0,-1.8,-3,-1.2,0.3,0.7,5,4,0.2,-3,-0.5
CCCN1C2CCCC1CC(NC(C)=O)C2 (configuration not stated),-0.7,-1.3,2,-0.3,0.8,0.8,1,2,0.2,-1,-1.1
O=C(NC1CN2CCC1CC2)c1cc(-c2ccc(Cl)cc2)nc2ccccc12 (configuration not stated),x,-0.6,-7,2.2,x,3.5,0,-10,0.8,11*,3.5

Other compounds.
Compound,GAA850 FXN act,ssDAF-12 act,NPR1 activator,hgDAF-12 ag,DAX1 inh-1,DAX1 inh-2,GC-B act,HGIII-sPLA2 inh,proKLK7 act,SMARCA2 act,hcDAF12 agonist
CCOC(=O)c1cccc(C2=C(CNC(C)=O)[C@H]3CC[C@@H](C2)N3Cc2ccccc2)c1,-1.4,-1.3,1,0.0,-1.5,-1.8,3,-2,-0.1,1,-0.1
O=C(Nc1cccc(OC(=O)N2CCOCC2)c1)N1CCOCC1,-1.4,-0.5,-1,0.7,1.6,0.3,-3,1,-0.8,-1,-1.3
O=[N+]([O-])c1cc([As](=O)(O)O)ccc1O,1.4,-0.6,0,-1.4,-0.5,0.2,3,8,0.3,0,1.9
O=C(COc1ccc(Cl)cc1)N1CCN(Cc2ccc([N+](=O)[O-])cc2)CC1,-0.8,-2.0,-1,-4.7,-2.6,-1.6,-7,-5,0.5,-5,-3.5
C[C@H](CO)N1C[C@H](C)[C@@H](CN(C)C(=O)Oc2cccc3ccccc23)OCc2cn(nn2)CCCC1=O,0.6,-0.6,2,0.9,1.2,-0.9,2,11,-0.6,1,-2.0
COP(=O)(C(=O)Nc1ccccc1)C(CC(C)C)NC(=O)OCc1ccccc1 (configuration not stated),x,-0.1,-6,1.8,x,-0.5,2,3,0.3,1,2.9
CCCCn1c(O)c(C(CC)=NCc2cccnc2)c(=O)[nH]c1=O,1.6,-1.5,1,-0.5,1.0,-0.4,-3,1,0.6,-1,-1.8
CCCCn1c(O)c(C=NCCCn2ccnc2)c(=O)[nH]c1=O,2.1,-1.1,-1,0.7,1.3,-0.3,1,-6,0.2,0,-1.6
COC(=O)C1C2c3ccccc3OC1(C)N=c1s/c(=C/c3cnn(C)c3C)c(=O)n12 (configuration not stated),2.0,-0.9,-2,-0.5,1.8,0.1,2,0,-0.1,-1,0.1
CC(=O)O[C@]1(C)C(=O)OC/C2=C/CN(C)CCC(OC(=O)[C@@](O)(C(C)O)C[C@H]1C)C2=O (some centres not stated),-0.2,-0.8,4,-0.7,0.2,0.2,1,5,-0.6,0,0.5
CNC(C)Cc1ccccc1 (configuration not stated),-0.9,-0.9,4,-2.7,0.8,0.6,1,1,-0.2,2,0.5
C[n+]1c(-c2ccccc2)c2cc(N)ccc2c2ccc(N)cc21,-1.8,-0.5,-19,0.2,-1.9,-1.7,-14,-38,5.6,-4,-0.8

The last two records of the section before lead into the next:
Compound,GAA850 FXN act,ssDAF-12 act,NPR1 activator,hgDAF-12 ag,DAX1 inh-1,DAX1 inh-2,GC-B act,HGIII-sPLA2 inh,proKLK7 act,SMARCA2 act,hcDAF12 agonist
CNC(C)Cc1ccccc1 (configuration not stated),-0.9,-0.9,4,-2.7,0.8,0.6,1,1,-0.2,2,0.5
C[n+]1c(-c2ccccc2)c2cc(N)ccc2c2ccc(N)cc21,-1.8,-0.5,-19,0.2,-1.9,-1.7,-14,-38,5.6,-4,-0.8
CC(C)(CN)CC(=O)O,-1.6,-1.2,4,-0.8,0.8,0.4,3,-1,-0.2,-2,0.8
CCCCn1c(O)c(C(CC)=NCCCN(C)C)c(=O)[nH]c1=O,1.8,-0.7,1,2.3,-0.5,1.1,3,0,-0.3,-1,0.1
CC(C(=O)c1c[nH]c2ccccc12)N1CCOCC1 (configuration not stated),1.9,-0.1,5,0.3,0.6,0.2,1,0,0.1,-3,3.5
CC(C)(C)[C@]1(O)C[C@@H]2OC(=O)C[C@@]23C(=O)O[C@@H]2OC(=O)[C@@H](O)C213 (some centres not stated),1.7,-1.3,-1,-1.3,-0.2,-0.1,3,3,0.0,1,-1.2
COc1cc(CN2CCNCC2)cc(OC)c1OC,2.7,1.0*,1,4.7,-0.3,-0.3,-6,-2,-0.1,-2,0.8
COC(=O)C1=C(c2cccc(C#N)c2)C[C@@H]2CC[C@H]1N2C(=O)N1CCc2cc(OC)c(OC)cc2C1,0.9,-1.4,-1,-1.4,0.3,0.4,-1,1,0.6,1,-1.4
Cc1occc1C(=O)N1CCC2(CC1)OCCO2,1.5,0.1,-1,-1.5,0.2,0.3,4,0,0.4,-1,-1.2
COc1c(C)cc(C(=O)C2CCCN(Cc3ccccn3)C2)cc1C (configuration not stated),0.1,-1.2,3,-6.5,-0.7,0.1,3,-2,-0.4,0,-1.3
CCOC(=O)c1c(C)[nH]c(C)c1C(=O)C(Cc1ccccc1)N(C)C (configuration not stated),2.0,-1.4,-15,0.1,-0.4,0.1,-2,-7,0.4,-1,-0.6
FC(F)(F)c1ccc2c(c1)nnn2C1CCN(Cc2nnnn2Cc2ccccc2)CC1,-2.4,-1.3,-15,2.3,0.0,0.1,-8,0,0.9,-3,-0.5
Cc1cc(OC(=O)N(C)C)nc2c1c(C)nn2C,0.8,-0.9,1,-1.0,x,0.0,3,-1,-0.1,-2,-0.9
CCOC(=O)[C@]12Cc3cc(C)ccc3[C@H]1N(CCC(=O)OC)C(=O)c1cc(OC)ccc12,x,-0.4,-18,0.3,x,3.0,-16,0,2.1,-5,-1.1

New compounds follow
Compound,GAA850 FXN act,ssDAF-12 act,NPR1 activator,hgDAF-12 ag,DAX1 inh-1,DAX1 inh-2,GC-B act,HGIII-sPLA2 inh,proKLK7 act,SMARCA2 act,hcDAF12 agonist
CC[C@H](OC(C)=O)C(C[C@H](C)N(C)C)(c1ccccc1)c1ccccc1,-9.0,-0.8,-23,0.6,0.7,-0.2,-13,18,0.2,-7,0.2
COP(=O)(OC)Oc1ccc(C(O)C(Cl)(Cl)Cl)cc1 (configuration not stated),1.4,-1.1,4,0.0,2.4,0.2,2,5,0.1,-4,0.4
COC(=O)C1=C(c2ccc(OC(F)(F)F)cc2)C[C@@H]2CC[C@H]1N2C(=O)NCC1CC1,-2.5,-2.1,0,-3.1,-1.9,-1.3,126*,5,0.1,-1,-3.5
O=P(N1CCCCC1)(N1CCCCC1)C(Cl)(Cl)Cl,-0.3,-0.1,0,-0.2,-0.4,1.0,-1,-2,-0.4,-4,-1.2
CC1=C2C3OC(=O)C(C)C3CC[C@@]2(C)C=CC1=O (some centres not stated),-0.3,-1.6,1,1.7,0.1,-0.3,0,0,-0.4,0,-0.7
Cc1cc(N2C(=O)C3CCCN3C2c2ccccc2)no1 (configuration not stated),-3.6,-1.1,4,0.6,0.9,0.2,2,-5,-0.2,2,-1.7
Cc1ccc(S(=O)(=O)N(C)C)cc1NC(=O)C(C)[N+]12CCN(CC1)CC2 (configuration not stated),1.9,-0.5,2,-0.7,1.1,-0.6,-1,-3,-0.3,0,0.8
CC(=O)N1CN2CN(C1)CN(C(C)=O)C2,-0.9,-0.7,3,2.2,-0.5,-0.1,-3,4,-0.2,-1,-1.1
CCNCCNc1ccc([N+](=O)[O-])c2cccnc12,1.9,-1.3,-6,1.4,x,0.3,-6,-3,0.4,2,2.9
CCOc1ccc(N2C(=O)/C(=C/c3ccc(C)o3)C(=O)NC2=S)cc1,0.7,-1.0,6,-0.9,-0.1,-0.2,-7,-6,0.5,0,0.2
CN(C)C(=O)Oc1ccc(OCc2cccc[n+]2C)cc1,-1.9,-2.1,2,-2.9,0.0,0.1,7,9,-0.4,-3,2.7
COC(=O)C1=C(c2ccccc2OCc2ccccc2)C[C@@H]2CC[C@H]1N2C(=O)NCc1ccc(OC)c(OC)c1,-6.1,-1.7,-1,-2.4,-2.3,-0.5,1,-11,0.8,-1,-2.6
CN(C)[C@@H]1C(=O)C(C(N)=O)=C(O)[C@@]2(O)C(=O)C3=C(O)c4c(O)ccc(Cl)c4[C@@](C)(O)[C@H]3C[C@@H]12,13*,-1.1,5,-2.5,1.1,0.7,3,-11,13*,0,-0.3
CN(Cc1ccccc1)C(=C(Cl)Cl)/C(=C1/NCCN1Cc1ccc(Cl)nc1)[N+](=O)[O-],0.8,-1.3,0,-4.1,-1.1,-1.1,3,-2,0.5,-2,-1.6
C#C[C@]1(O)CC[C@H]2[C@@H]3CCC4=Cc5nc6nc7ccccc7n6cc5C[C@]4(C)[C@H]3CC[C@@]21C,4.2,-1.1,13,0.1,-1.2,-2.4,10,-3,-15,7,-3.1
